RBBP9 inh: human RBBP9 hydrolase inhibition | O75884 | recombinant RBBP9, FP-Rh probe fluorescence polarization | inhibition, % at 7.94 µM | 0.2% of 220,000 active | AID 1515;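 active = inhibition above the campaign mean of all tested compounds plus 3 SD, cut at about 14% in these data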;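 note: plate controls were DMSO wells with RBBP9 for no effect and wells lacking RBBP9 protein for full effect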
Target sequence (O75884 whole entry, looked up): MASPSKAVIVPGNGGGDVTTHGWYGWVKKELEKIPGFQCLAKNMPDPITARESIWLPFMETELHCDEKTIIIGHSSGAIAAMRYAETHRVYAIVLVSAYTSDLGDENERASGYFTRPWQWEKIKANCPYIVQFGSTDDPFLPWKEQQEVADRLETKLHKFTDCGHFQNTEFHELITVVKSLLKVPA
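Measured by – fluorescence polarization · Test system – RBBP9 protein · Input – 2.5 µM RBBP9 dispensing solution, before mixing · Measure – percent inhibition from mP, scaled between DMSO and no-protein wells · Benchmarks – DMSO-treated enzyme wells and wells lacking RBBP9 · Times – preincubation 30 min plus labeling 45 min at 25 °C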
Runt-CBFb FRET: inhibitors of human RUNX1 Runt domain binding to CBFb; inhibition, % at 20 µM; Cerulean-Runt/Venus-CBFb FRET ratio 530/480, 1 h; 0.46% of 220,000 active;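 active = inhibition over about 50% at 20 µM in the single-dose screen, limit read from the data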;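 note: 0% = DMSO wells and 100% = excess unlabeled CBFb competitor control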
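test system = Cerulean-tagged RUNX1 Runt domain (FRET donor) fusion protein | reagent = Venus-CBFb binding partner, 100 nM | incubation = protein complex preformed 1 h, compound exposure 1 h, room temperature, dark | detection = FRET fluorescence | read-out basis = loss of energy transfer signal | controls = 5 µM unlabeled CBFb as full-inhibition high control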
Mdm2 ligase inh: inhibitors of human Mdm2 E3 ubiquitin ligase; Q00987; cell-based MDM2 ubiquitination luciferase reporter, 2 h; 0 = plate control, 100 = twice control, blank-subtracted; signal enhancement, % at 5 µM; 0.11% of 210,000 active;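 active = signal enhancement of 30% or more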;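 note: luminescence tracks abundance of the self-degrading MDM2-luciferase fusion protein; higher signal means inhibition of MDM2 E3 ligase activity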
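Material: stable MDM2–luciferase fusion reporter cells / Quantity: 2000 cells/well / Dosing: single 5 µM compound dose, 0.2% final DMSO / Buffer or medium: DMEM / Schedule: 4 h cell settling then 2 h compound exposure, 37 °C / Detection: luminescence with SteadyLite reagent, 15 min at room temperature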
Hck Nef HTS: inhibitors of human Hck kinase activated by Nef; 0.68% of 220,000 active; Recombinant Hck-YEEI plus Nef, Z-Lyte FRET kinase assay; inhibition, % at 20 µM; P08631;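 active = Hck-Nef kinase inhibition above about 50%, limit read from the data; inactive = inhibition below that limit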;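 note: 0% = DMSO with Hck plus Nef and 100% = Hck alone without Nef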
Runt-SMMHC FRET: inhibitors of human RUNX1 Runt domain binding to CBFb-SMMHC. inhibition, % at 20 µM. Cerulean-Runt/Venus-CBFb-SMMHC FRET ratio 530/480, 1 h. AID 1434. Q01196+Q13951. 0.74% of 220,000 active;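 active = mean inhibition across duplicate retests at 20 µM reaching about 50%, limit read from the data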;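 note: 0% = DMSO wells and 100% = wells with excess untagged CBFb-SMMHC; inhibitors lower the FRET ratio by blocking Runt binding to CBFb-SMMHC; some results filed as inactive read as strong as hits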
NPY-Y2 PAM-ag: human NPY-Y2 potentiation or agonism, primary screen | P49146 | cells expressing NPY-Y2, potentiator/agonist read-out | activation, % at 3.6 µM | 0.45% of 220,000 active; in the data active = activation above about 27%;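 note: cells stimulated with NPY near EC25 plus isoproterenol at EC100; 0% = vehicle plus submaximal agonist and 100% = vehicle plus saturating agonist; some results beyond the cut were filed as inactive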
NPY Y1 blocker: blocks the human neuropeptide Y Y1 receptor | inhibition, % at 3.6 µM | HEK293-CNG Y1 cells, membrane potential fluorescence; NPY at EC95, then isoproterenol | 1% of 200,000 active | AID 1040;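 active = inhibition above the campaign mean inhibition of all tested compounds plus 3 SD, cut at about 20% in these data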;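 note: 0% = DMSO wells given NPY plus isoproterenol and 100% = isoproterenol alone without NPY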
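Material: HEK293 Y1/CNG channel cell line; also added: NPY (25 nM), isoproterenol (1 µM), Ro 20-1724 (25 µM); doses: one concentration, 3.6 µM, in 0.4% DMSO; schedule: compound incubation 1 h at room temperature, readout 45 min post-stimulation; technique: membrane potential fluorescence; measure: fluorescence ratio normalized to % inhibition between controls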
p97 ATPase inh: blocks human p97 ATPase activity. 0.42% of 220,000 active. recombinant p97 ATPase, Kinase-Glo ATP luminescence, 3 h. P55072. inhibition, % at 8 µM. AID 1481; in the data active = inhibition above about 15%;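 note: 0% = DMSO vehicle and 100% = wells lacking enzyme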
Target sequence (P55072 whole entry, looked up): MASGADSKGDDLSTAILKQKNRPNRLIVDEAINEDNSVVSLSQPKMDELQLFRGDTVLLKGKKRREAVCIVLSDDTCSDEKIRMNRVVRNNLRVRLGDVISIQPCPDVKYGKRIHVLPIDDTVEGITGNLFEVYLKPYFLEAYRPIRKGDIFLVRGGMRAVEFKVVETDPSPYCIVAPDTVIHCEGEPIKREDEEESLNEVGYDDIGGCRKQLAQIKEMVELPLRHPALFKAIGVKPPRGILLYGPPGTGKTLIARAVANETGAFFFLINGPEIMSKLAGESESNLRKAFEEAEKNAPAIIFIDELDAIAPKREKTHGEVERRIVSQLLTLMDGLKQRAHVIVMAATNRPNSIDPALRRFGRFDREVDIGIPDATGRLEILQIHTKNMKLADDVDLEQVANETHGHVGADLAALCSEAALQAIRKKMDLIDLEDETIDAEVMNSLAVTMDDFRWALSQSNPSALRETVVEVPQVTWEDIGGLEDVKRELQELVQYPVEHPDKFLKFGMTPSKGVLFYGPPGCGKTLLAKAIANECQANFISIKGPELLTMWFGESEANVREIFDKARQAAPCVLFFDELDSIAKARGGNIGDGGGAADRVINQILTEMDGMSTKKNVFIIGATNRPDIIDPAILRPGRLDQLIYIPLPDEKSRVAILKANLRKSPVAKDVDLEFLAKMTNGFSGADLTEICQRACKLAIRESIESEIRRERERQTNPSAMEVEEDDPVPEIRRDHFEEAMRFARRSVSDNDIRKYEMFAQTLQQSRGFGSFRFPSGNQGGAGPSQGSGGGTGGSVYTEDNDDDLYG
NPY-Y1 PAM-ag: potentiates or activates human NPY-Y1 receptor; P25929; NPY-Y1 expressing cells, potentiator/agonist activation; activation, % at 3.6 µM; 0.37% of 220,000 active; in the data active = activation above about 33%, passing the limit was not always enough;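 note: cells stimulated with NPY at EC10 then isoproterenol at EC100; 0% = low agonist plus stimulus and 100% = saturating agonist plus stimulus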
* = called active by the depositor; · = no result given.

SMILES | RBBP9 inh | Runt-CBFb FRET | Mdm2 ligase inh | Hck Nef HTS | Runt-SMMHC FRET | NPY-Y2 PAM-ag | NPY Y1 blocker | p97 ATPase inh | NPY-Y1 PAM-ag
CCC(C)(C(=O)NC1CCCC1)N(CC1CCCO1)C(=O)CNC(=O)c1ccccc1 (centres undefined) | -9 | -1 | -8 | 0 | 1 | 10 | 4 | -2 | 1
Cn1cnnc1SCCCN1C(=O)c2cccc3cccc(c23)C1=O | 7 | 0 | · | 9 | 2 | 6 | 10 | -2 | 16
Fc1ccccc1CSc1ncnc2c1oc1ccccc12 | 1 | -4 | -2 | 4 | -4 | 7 | 8 | 4 | 2
CCOC(=O)NC(=O)c1cn(C(CC)CO)c(=O)[nH]c1=O (centres undefined) | -7 | -3 | 15 | 2 | -4 | -9 | -1 | 3 | 5
COCCN(C(=S)Nc1ccccc1OC)C1CCN(C(C)=O)CC1 | -7 | 4 | -8 | 1 | -5 | 7 | 2 | 8 | 4
CCOc1ccc(C2C(C(=O)NC)=C(C)Nc3nc4ccccc4n32)cc1OC (centres undefined) | -7 | · | · | 17 | · | 14 | 1 | 2 | 25
CCOc1ccc(NC(=O)CN(c2ccc(OCC)cc2)S(=O)(=O)c2c(C)[nH]c(=O)[nH]c2=O)cc1 | -4 | -2 | -10 | 26 | -7 | 2 | 10 | 4 | 7
O=C(CNC(=O)c1cnccn1)Nc1ccc(F)c(F)c1F | -1 | -2 | -7 | 0 | 5 | 2 | -2 | 5 | 1
CS(=O)(=O)N(Cc1ccc(Cl)cc1)c1ccc(C(=O)NCc2ccccn2)cc1 | -3 | 3 | -5 | 7 | 2 | -2 | · | -1 | -8
COc1ccc(CN(C)Cc2ccccc2)c(OC)c1OC | -4 | -1 | 3 | 4 | 2 | -3 | 1 | 3 | -12
CC1Cc2ccccc2N1C(=O)CSc1nnnn1C (centres undefined) | 2 | 1 | -10 | 8 | 5 | -4 | 1 | 1 | 0
CCOc1ccccc1C(=O)N(CN1CCCC1=O)c1cccc(Cl)c1 | -9 | 0 | -6 | 0 | -2 | 8 | -5 | -2 | 9
Cn1c(SCc2nc3cc(C(=O)O)ccc3c(=O)[nH]2)nnc1C(F)(F)F | -2 | 0 | -14 | -3 | -3 | -18 | -3 | 1 | -5
COc1ccccc1/C=N/NC(=O)C(=O)Nc1ccccc1OC(F)(F)C(F)F | -1 | 2 | -9 | 2 | -1 | -6 | 0 | 2 | -13
CCOC(=O)CCC(=O)NCc1ccc2c(c1)cc(C)n2C | -9 | -4 | -41 | 1 | -21 | -10 | -1 | -1 | 5
CSc1ccc(S(=O)(=O)Nc2ccc(F)cc2)cc1 | -6 | -2 | -18 | 7 | 1 | 20 | -2 | 1 | 30
COc1ccc(NC(=O)COC(=O)c2ccncc2)c(OC)c1 | -4 | 0 | 1 | 1 | 1 | 11 | 0 | 5 | -3
CCN(CC)c1ccc(C(=O)OCC(=O)N(C)Cc2ccccc2)cc1 | 4 | -5 | -3 | 20 | 1 | 1 | 6 | 0 | -7
Cc1nc(=O)c(-c2ccccc2)c(C)n1-c1ccccc1O | -11 | 2 | · | 1 | -4 | -3 | 4 | 0 | -3
Cc1ccc(C(=O)N2c3ccccc3CC2C)o1 (centres undefined) | 1 | 2 | -4 | 27 | -6 | -1 | -4 | -10 | -2
c1ccc(-c2nc3nc4ccccc4nc3n2Cc2ccco2)cc1 | -3 | 33 | · | 2 | 27 | -17 | 6 | -4 | -38
COc1ccc(CC(=O)OCC(=O)Nc2ccc(Cl)cn2)cc1 | 0 | 1 | -12 | -1 | -4 | -5 | 12 | -2 | -43
Cc1sc(NC(=O)COc2cccc(-n3cnnn3)c2)c(C#N)c1C | -7 | -4 | -15 | 0 | 1 | -8 | 0 | -5 | 8
O=C(c1ccco1)N1CCN(C(=O)c2snc3ccc(Cl)cc23)CC1 | -4 | 2 | 1 | 1 | 2 | 10 | 0 | 7 | 0
CC1CNCCN1S(=O)(=O)c1cccc2cnccc12 (centres undefined) | -5 | -1 | · | -5 | -4 | 6 | 4 | 7 | 9
Additional records
SMILES | RBBP9 inh | Runt-CBFb FRET | Mdm2 ligase inh | Hck Nef HTS | Runt-SMMHC FRET | NPY-Y2 PAM-ag | NPY Y1 blocker | p97 ATPase inh | NPY-Y1 PAM-ag
COc1ccc(-n2cnnc2SCC(=O)N2CCN(S(=O)(=O)c3ccccc3)CC2)cc1 | -6 | 2 | -3 | 4 | -5 | -13 | -1 | -2 | -12
C=CCn1c(SCC(=O)c2cc(C)n(C(C)COC)c2C)nc2sc(C)c(C)c2c1=O (centres undefined) | -3 | 4 | -7 | 1 | -7 | 8 | 9 | 1 | -33
CC(=O)/C(=N/Nc1ccc([N+](=O)[O-])cc1)N1CCCc2ccccc21 | -10 | -2 | -3 | 10 | -4 | -26 | · | -2 | 23
CC(C)OCCCn1c(SCC(=O)N2CCc3ccccc32)nc2ccccc2c1=O | -3 | -4 | -4 | 3 | -5 | -5 | -5 | 6 | 0
COc1ccc(NC(=O)Nc2nnc(CC(=O)NCc3ccccc3)s2)cc1 | -9 | -3 | -13 | 17 | 0 | -3 | 7 | -2 | -1
COC(=O)c1cccc(NC(=O)Cc2coc3cc(OC)ccc23)c1 | -1 | -2 | -26 | 0 | 2 | -15 | 9 | -2 | -1
Cc1cccc(C(=O)n2c(=S)nc3ccccn32)c1 | -8 | 29 | -34 | 7 | 7 | -8 | -1 | -3 | 3
c1ccc(OCCSc2nnnn2C2CCCCC2)cc1 | -2 | -4 | · | 1 | -1 | -16 | 5 | -3 | -33
Cc1cc(Cl)ccc1OCC(=O)NNC(=O)C1CCCO1 (centres undefined) | -10 | -1 | -12 | 0 | 2 | -4 | -3 | 1 | -9
CSCCC(NC(N)=O)C(=O)N(C)CC(=O)Nc1cc(C)ccc1C (centres undefined) | -7 | 1 | -14 | -1 | -3 | 0 | 1 | -4 | 2
c1ccc(-c2nc3ccccc3o2)nc1 | 1 | -2 | -18 | 0 | 2 | -4 | 13 | 1 | 5
CCSc1ncc(C)cc1[N+](=O)[O-] | -4 | -3 | -3 | 3 | -1 | -1 | 0 | 6 | -6
Cc1ccc(N(CC(=O)Nc2ccccc2-c2ccccc2)S(=O)(=O)c2ccccc2)c(C)c1 | -7 | 2 | -15 | 1 | 3 | -6 | -1 | 4 | -17
C/C(=N\S(=O)(=O)c1ccc(C)cc1)Nc1cc(C(C)C)c(O)cc1C | 4 | 0 | -6 | 4 | 2 | -1 | 1 | 0 | 16
CCN(CC)S(=O)(=O)c1ccc2c(c1)nc(CCC(=O)OCC(=O)Nc1c(F)cccc1F)n2C | -3 | -1 | -2 | 0 | -2 | 3 | 0 | -4 | -6
O=C(Cc1ccccc1)NCc1ccncc1 | 0 | · | -16 | 23 | · | 4 | 0 | 6 | 11
Cc1ccc(NC(=S)NC(=O)c2ccc(Br)o2)c(C)c1 | -1 | 1 | -15 | 16 | -1 | 5 | 3 | -4 | -14
Cc1cc(C)cc(-n2ccnc2SCC(=O)Nc2ccc3c(c2)OCCO3)c1 | -3 | 1 | -3 | 1 | 2 | 7 | 0 | -1 | -3
O=C(N/N=C/C1CC=CCC1)c1ccc(O)cc1O (centres undefined) | -11 | 3 | 1 | 0 | 4 | 1 | 0 | -4 | 3
CCN(Cc1ccccc1)C(c1cc2cc(C)ccc2[nH]c1=O)c1nnnn1CCOC (centres undefined) | -3 | 2 | -6 | 2 | -5 | -5 | -6 | 2 | -14
CNC(=O)c1ccc(-c2sc3nc(N4CCOCC4)c4c(c3c2N)CCCC4)o1 | -3 | 41 | -13 | 14 | 35 | -22 | 3 | 1 | 11
CN=c1oc2ccc(Cl)cc2cc1C(N)=O | -4 | -2 | -14 | -2 | -2 | 12 | 0 | 4 | 10
O=C(O)CC1(CC(=O)NCc2ccc(-c3cccs3)cc2)CCCCC1 | -6 | 0 | -10 | -16 | -1 | -16 | · | -7 | -9
O=C(c1ccc(Cl)cc1)c1coc2ccc(O)cc12 | -5 | -2 | 7 | -5 | 1 | 5 | 1 | -7 | 23
CCN(c1ccccc1)P(=O)(Nc1ccccc1)Nc1ccccc1 | -9 | -3 | -11 | 26 | -1 | -19 | · | 0 | -10

Given as tab-separated lines: nine of the compounds above
SMILES	RBBP9 inh	Runt-CBFb FRET	Mdm2 ligase inh	Hck Nef HTS	Runt-SMMHC FRET	NPY-Y2 PAM-ag	NPY Y1 blocker	p97 ATPase inh	NPY-Y1 PAM-ag
COc1ccc(-n2cnnc2SCC(=O)N2CCN(S(=O)(=O)c3ccccc3)CC2)cc1	-6	2	-3	4	-5	-13	-1	-2	-12
C=CCn1c(SCC(=O)c2cc(C)n(C(C)COC)c2C)nc2sc(C)c(C)c2c1=O (centres undefined)	-3	4	-7	1	-7	8	9	1	-33
CC(=O)/C(=N/Nc1ccc([N+](=O)[O-])cc1)N1CCCc2ccccc21	-10	-2	-3	10	-4	-26	·	-2	23
CC(C)OCCCn1c(SCC(=O)N2CCc3ccccc32)nc2ccccc2c1=O	-3	-4	-4	3	-5	-5	-5	6	0
COc1ccc(NC(=O)Nc2nnc(CC(=O)NCc3ccccc3)s2)cc1	-9	-3	-13	17	0	-3	7	-2	-1
COC(=O)c1cccc(NC(=O)Cc2coc3cc(OC)ccc23)c1	-1	-2	-26	0	2	-15	9	-2	-1
Cc1cccc(C(=O)n2c(=S)nc3ccccn32)c1	-8	29	-34	7	7	-8	-1	-3	3
c1ccc(OCCSc2nnnn2C2CCCCC2)cc1	-2	-4	·	1	-1	-16	5	-3	-33
Cc1cc(Cl)ccc1OCC(=O)NNC(=O)C1CCCO1 (centres undefined)	-10	-1	-12	0	2	-4	-3	1	-9
